DDE Tn6 FP inh = inhibitors of Tn6 peptide binding to human fibrin DD(E); Fibrin DD(E) TRITC-Tn6 fluorescence polarization displacement; inhibition, % at 8.3 µM; AID 720509; P02675; actives 0.21% (n = 370,000);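 active means inhibition above a per-campaign cutoff: mean of compounds within control limits plus 3 SD, cut at about 15% in these data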;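 further: 0% = median of all compound wells on the plate and 100% = blocking peptide control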
Target sequence (P02675 whole entry, looked up): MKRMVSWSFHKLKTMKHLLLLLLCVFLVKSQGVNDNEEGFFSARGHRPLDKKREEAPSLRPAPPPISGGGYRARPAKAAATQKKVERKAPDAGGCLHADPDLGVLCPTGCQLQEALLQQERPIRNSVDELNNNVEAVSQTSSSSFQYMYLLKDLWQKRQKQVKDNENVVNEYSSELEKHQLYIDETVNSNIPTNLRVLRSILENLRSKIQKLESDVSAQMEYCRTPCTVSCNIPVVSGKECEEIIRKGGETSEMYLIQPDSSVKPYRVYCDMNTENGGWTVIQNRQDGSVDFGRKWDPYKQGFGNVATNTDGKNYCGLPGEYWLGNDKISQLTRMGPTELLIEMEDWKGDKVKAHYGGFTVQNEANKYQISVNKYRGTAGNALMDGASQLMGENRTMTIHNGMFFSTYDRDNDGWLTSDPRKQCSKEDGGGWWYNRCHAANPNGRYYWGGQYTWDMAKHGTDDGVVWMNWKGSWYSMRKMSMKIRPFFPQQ
MBD2 inh = MBD2-methylated oligo binding inhibition | Q9UBB5 | TR-FRET, MBD2 binding to methylated oligonucleotide | inhibition, % at 4.4 µM | actives 0.31% (n = 370,000) | AID 686964; in the data active means inhibition above about 13%
ASAP1 GAP inh = inhibitors of human ASAP1 ArfGAP activity; inhibition, % at 16.5 µM; actives 0.19% (n = 360,000); AID 624377; Q9ULH1; ASAP1-stimulated ARF1 GTP hydrolysis, GDP FP detection; in the data active means inhibition above about 25%;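 further: 0% = vehicle with enzyme and substrate and 100% = no enzyme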
ARFGAP1 inh = rat ARFGAP1 inhibition; Q62848; Arfgap1-stimulated ARF1 GTP hydrolysis, GDP FP detection; inhibition, % at 16.5 µM; actives 0.26% (n = 360,000); AID 651572;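 active means inhibition above a per-plate limit, mean inhibition of low control wells plus 3 SD, cut at about 25% in these data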;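 further: 0% = DMSO wells with enzyme and 100% = wells lacking Arfgap1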
Target sequence (Q62848 1-136 limits assumed): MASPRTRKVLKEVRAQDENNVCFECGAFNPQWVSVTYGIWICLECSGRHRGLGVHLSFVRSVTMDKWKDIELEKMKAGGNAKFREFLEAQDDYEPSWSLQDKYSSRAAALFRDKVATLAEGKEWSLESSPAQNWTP
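Material: rat Arfgap1 GAP domain (His6, aa 1-136), purified enzyme. Also added: human ARF1(Δ1-17)-GTP substrate. Compound dosing: 16.5 µM single point, 1.26% DMSO. Timing: enzyme reaction 120 min at 25 °C after 20 min preincubation. Signal: GDP detection by fluorescence polarization. Read-out basis: percent inhibition of GAP-stimulated GDP formation, scaled between DMSO and no-Arfgap1 medians.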
Tn7 DDE FP = disrupts Tn7 cyclic peptide binding to fibrin D-Dimer-E complex. inhibition, % at 8.3 µM. AID 720508. actives 0.13% (n = 370,000). FP displacement of FITC-Tn7 peptide from fibrin DD(E); 0% = median of compound wells per plate;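 active means inhibition above the mean of compounds falling within the control limits plus 3 SD of them, cut at about 14% in these data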;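 further: 0% = plate median of compound wells and 100% = 10 µM Aha-Tn7 peptide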
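Assay system: Fibrin-DD(E) protein isolated from polymerized human fibrin clots; read-out basis: percent inhibition; medium: Tris/NaCl/CaCl2 buffer, pH 7.8; signal: FP measurement; incubation: 10 min plus 3 h, room temperature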
UHRF1 MBD2 ctr = human UHRF1 methylated DNA binding inhibitors | Q96T88 | UHRF1 binding to methylated oligo, TR-FRET | inhibition, % at 4.4 µM | actives 0.75% (n = 370,000) | AID 687016; in the data active means inhibition above about 21%;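 further: UHRF1 SRA domain binding a hemimethylated CpG hairpin DNA probe; 0% = median of test compound wells and 100% = reference inhibitor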
ADAM17 inh = inhibitors of human ADAM17; P78536; AID 720648; actives 0.83% (n = 370,000); inhibition, % at 6.95 µM; recombinant ADAM17, EDANS/DABCYL FRET peptide cleavage;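 active means inhibition above the mean of compounds lying between control limits plus 3 SD, set per campaign, cut at about 8.5% in these data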;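 further: 0% = DMSO-only wells as the low control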
proKLK7 act = proKLK7 (human) activation, primary screen; P49862; purified proKLK7, EDANS-DABCYL substrate fluorescence; 100% is mature enzyme control, 0% vehicle; activation, % at 7 µM; actives 0.9% (n = 370,000); AID 652039;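 active means activation above the mean of all tested compounds plus 3 SD, computed per campaign excluding outliers beyond control limits, cut at about 13% in these data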
PLC-beta3 inh = PLC-beta3 (human) inhibition, primary screen; actives 0.18% (n = 370,000); Q01970; inhibition, % at 12.2 µM; AID 720704; Purified PLC-beta3, fluorogenic substrate, fluorescence; in the data active means inhibition above about 11%;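 further: 0% = median of compound wells on plate and 100% = full blocker control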
PLCg1 inh = blocks human PLC-gamma1 enzyme activity; inhibition, % at 12.2 µM; P19174; actives 0.84% (n = 370,000); purified PLC-gamma1, fluorogenic substrate, fluorescence; in the data active means inhibition above about 9.5%
* = called active by the depositor.

SMILES | DDE Tn6 FP inh | MBD2 inh | ASAP1 GAP inh | ARFGAP1 inh | Tn7 DDE FP | UHRF1 MBD2 ctr | ADAM17 inh | proKLK7 act | PLC-beta3 inh | PLCg1 inh
O=S1(=O)C=CC(Sc2nc3ccccc3[nH]2)C1 (stereo not given) | -6.4 | 4.6 | 7.4 | 6.7 | -3.4 | 1.1 | -4.9 | 0.9 | 0.9 | -0.1
CSc1nc(O)c(C(c2ccccc2Cl)c2c(O)nc(SC)[nH]c2=O)c(=O)[nH]1 | -4.7 | 1.5 | 3.1 | 8.9 | -1.8 | 0.1 | -8.5 | 0.1 | -3.5 | -2.2
CCCCCCn1c(=O)n2n(c1=O)C[C@]1(OC(=O)NCc3ccccc3)CN(S(=O)(=O)c3ccc(C)cc3)C[C@]1(O)C2 | -0.8 | 0.5 | -13.6 | -1.6 | -8.4 | -2.8 | 5.9 | 0.2 | 5.2 | 0.5
CCCCN(C)S(=O)(=O)c1ccc(C(=O)N=c2sc3cc(NC(C)=O)ccc3n2C)cc1 | 9.3 | 3.7 | -2.6 | 4.2 | 3.6 | 4.7 | -5.5 | -3.2 | -17.0 | -17.8
N#Cc1sc2nc(-c3cccs3)cc(-c3ccc(Cl)cc3)c2c1N | -3.6 | 1.2 | 13.0 | 6.3 | 0.2 | -2.9 | -16.6 | -1.3 | -239.8 | -149.3
NC(=O)NN=C(C1CC1)C1CC1 | 4.7 | -1.6 | -13.0 | -2.3 | 4.3 | 1.5 | -9.9 | -4.2 | -4.3 | -2.4
CNC(=O)CSc1nnc(COc2ccc(Cl)cc2)n1CCOC | 0.0 | -0.7 | 2.4 | 9.1 | -0.7 | -0.8 | -2.8 | -0.8 | 3.7 | 0.0
COc1ccc(C(=O)N/C(=C/c2cccnc2)C(=O)N2CCOCC2)cc1OC | 1.3 | -2.2 | -9.5 | -3.9 | 1.2 | 0.6 | 0.2 | -0.3 | -4.6 | 0.0
O=C1CSC(=S)N1c1cccc(Cl)c1 | -5.0 | -3.0 | 7.8 | 3.6 | -3.8 | -1.6 | 0.4 | 0.5 | 0.5 | 1.4
CCc1ccc(C2CC(=O)Nc3c2c(=O)nc2c(C)cccn32)cc1 (stereo not given) | 4.7 | 5.9 | 14.2 | 1.9 | -1.9 | 13.3 | -9.1 | 1.6 | -56.3 | -30.9
CCC1CCCN1Cn1cnc2c([nH]c3ccc(C)cc32)c1=O (stereo not given) | 1.8 | 4.7 | -10.7 | 6.4 | 2.4 | -1.3 | -82.8 | 12.4 | -44.7 | -46.0
c1csc(Cc2nc(-c3ccc(-n4cccc4)cc3)no2)c1 | -7.2 | 1.1 | -6.3 | 10.8 | 3.2 | 5.8 | 2.7 | -0.7 | -9.7 | 1.4
COC(=O)c1cccnc1NC(=S)NC1CCCCC1 | -6.5 | -3.0 | -2.2 | -7.6 | -2.6 | -0.5 | 0.4 | 0.7 | 2.6 | 3.5
Cc1ccc(N(C(=O)Cn2nnc3ccccc32)C(C(=O)NCc2ccccc2)c2ccccn2)cc1 (stereo not given) | -0.6 | -1.8 | -3.9 | -8.8 | 3.0 | 0.6 | 1.9 | 0.2 | 1.1 | 0.5
Cc1cc(C(=O)COC(=O)c2ccc[nH]c2=O)c(C)n1C1CC1 | 1.2 | 6.5 | 3.6 | -7.5 | -2.8 | -3.8 | 0.9 | 1.1 | -0.5 | 2.6
CN(C)c1ccc(-c2csc(C(C)(O)c3ccccc3)n2)cc1 (stereo not given) | 2.1 | -6.3 | 5.4 | 8.7 | 1.7 | -1.0 | 5.7 | 1.4 | 0.5 | -1.3
COc1ccc(NC(=O)Nc2ccc(Cc3ccncc3)cc2)cc1OC | -1.3 | 10.0 | 14.1 | 11.4 | -0.1 | 5.2 | -2.6 | 0.4 | 6.9 | 2.8
CC1=C([N+](=O)[O-])C(c2ccccc2Cl)NC(=O)N1C (stereo not given) | 4.8 | 1.5 | 4.0 | 0.0 | -3.5 | -0.9 | 1.1 | 0.3 | -3.0 | 1.1
COc1ccccc1CNc1cccc(C)n1 | -2.2 | 3.0 | -3.3 | -5.2 | -5.8 | 3.3 | -3.5 | -0.2 | 0.9 | -5.7
CC(NC(=O)C(c1ccccc1)c1ccccc1)C(=O)O (stereo not given) | -4.6 | 5.6 | -0.9 | 3.7 | 2.5 | 6.2 | -0.7 | -0.1 | -0.6 | 0.8

Three entries already listed, sorted by count of non-hydrogen atoms, smallest number first.
SMILES | DDE Tn6 FP inh | MBD2 inh | ASAP1 GAP inh | ARFGAP1 inh | Tn7 DDE FP | UHRF1 MBD2 ctr | ADAM17 inh | proKLK7 act | PLC-beta3 inh | PLCg1 inh
O=S1(=O)C=CC(Sc2nc3ccccc3[nH]2)C1 (stereo not given) | -6.4 | 4.6 | 7.4 | 6.7 | -3.4 | 1.1 | -4.9 | 0.9 | 0.9 | -0.1
N#Cc1sc2nc(-c3cccs3)cc(-c3ccc(Cl)cc3)c2c1N | -3.6 | 1.2 | 13.0 | 6.3 | 0.2 | -2.9 | -16.6 | -1.3 | -239.8 | -149.3
COc1ccc(C(=O)N/C(=C/c2cccnc2)C(=O)N2CCOCC2)cc1OC | 1.3 | -2.2 | -9.5 | -3.9 | 1.2 | 0.6 | 0.2 | -0.3 | -4.6 | 0.0

A section from further up:
SMILES | DDE Tn6 FP inh | MBD2 inh | ASAP1 GAP inh | ARFGAP1 inh | Tn7 DDE FP | UHRF1 MBD2 ctr | ADAM17 inh | proKLK7 act | PLC-beta3 inh | PLCg1 inh
CC1=C([N+](=O)[O-])C(c2ccccc2Cl)NC(=O)N1C (stereo not given) | 4.8 | 1.5 | 4.0 | 0.0 | -3.5 | -0.9 | 1.1 | 0.3 | -3.0 | 1.1
COc1ccccc1CNc1cccc(C)n1 | -2.2 | 3.0 | -3.3 | -5.2 | -5.8 | 3.3 | -3.5 | -0.2 | 0.9 | -5.7
CC(NC(=O)C(c1ccccc1)c1ccccc1)C(=O)O (stereo not given) | -4.6 | 5.6 | -0.9 | 3.7 | 2.5 | 6.2 | -0.7 | -0.1 | -0.6 | 0.8

Screening results: PubChem, The Scripps Research Institute Molecular Screening Center
